DNMT1 block: human DNMT1 methyltransferase inhibitors, primary screen, biochemical, molecular beacon, fluorescence, HinP1I cleavage, uHTS; inhibition (reported as % activation of signal), % at 10 µM; hit rate 0.83% among 360,000; AID 588458, 2011; in the data active means inhibition above about 50%
Rin1-Abl PPI inh: inhibitors of Rin1-Abl protein binding, primary screen, biochemical, TR-FRET; Tyrosine-protein kinase ABL1 (Homo sapiens) + Ras and Rab interactor 1 (Homo sapiens), …; inhibition, % at 7.35 µM; hit rate 0.4% among 360,000; in the data active means inhibition above about 5%, passing the limit was not always enough
CSN deneddyl inh: inhibitors of CSN-mediated cullin deneddylation, primary screen, biochemical, fluorescence polarization, uHTS; COP9 signalosome complex subunit 5 (Homo sapiens), Q92905; Purified CSN, SCF-Nedd8-OG deneddylation; inhibition, % at 12.5 µM; hit rate 0.38% among 360,000;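 active means pattern-corrected inhibition above about 35%, with an unprinted fluorescence ratio check between 0.5 and 1.5, limit read from the data, passing the limit was not always enough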;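 further: 0% = enzyme with substrate and 100% = substrate without enzyme; some results filed as inactive read as strong as hits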
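Test system: purified human Csn5 enzyme expressed in HEK293T cells. Amount: 0.24 nM enzyme. Reagent: SCFSkp2-Nedd8OG substrate at 10 nM final. Schedule: 90 min incubation of compound, enzyme and substrate at room temperature. Detection: fluorescence polarization. Read-out: % inhibition of substrate cleavage by Csn5.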
Neddylation inh: inhibitors of cullin neddylation, primary screen, biochemical, TR-FRET, uHTS, NAE and Ubc12. NEDD8-conjugating enzyme Ubc12 (Homo sapiens) + NEDD8-activating enzyme E1 regulatory …. calls only at 25 µM. hit rate 0.58% among 360,000. AID 651699, 2012; in the data active means inhibition above about 36%
Rpn11 inh: Rpn11 (PSMD14) deubiquitinase inhibitors, primary screen, biochemical, fluorescence polarization, uHTS. 26S proteasome non-ATPase regulatory subunit 14 (Homo sapiens), O00487. human 26S proteasome, Ub4-pepOG fluorescence polarization; 20S core pre-blocked with epoxomicin. calls only at 20 µM. hit rate 0.59% among 360,000;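 active means inhibition at 20 µM, scaled to each plate's controls, above about 33%, limit read from the data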
Scp-1 inhibitor: Scp-1 phosphatase inhibitors, primary screen, biochemical, colorimetric, uHTS; inhibition, % at 20 µM; AID 493091, 2011; Carboxy-terminal domain RNA polymerase II polypeptide A small phosphatase 1 (Homo …; Recombinant Scp1, phosphopeptide, malachite green phosphate absorbance; hit rate 0.88% among 340,000;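 active means inhibition above about 50% at 20 µM, limit read from the data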;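 further: plate controls were DMSO wells with enzyme for no effect and wells lacking enzyme for full effect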
Target sequence (Q9GZU7 76-261 limits assumed): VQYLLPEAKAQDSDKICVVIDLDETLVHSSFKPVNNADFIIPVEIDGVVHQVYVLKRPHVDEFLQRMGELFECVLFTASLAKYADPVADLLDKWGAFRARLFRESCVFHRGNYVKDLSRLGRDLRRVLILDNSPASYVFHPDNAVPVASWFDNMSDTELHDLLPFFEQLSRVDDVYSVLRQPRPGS
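Incubation: 45 min enzyme reaction at room temperature / System: truncated SCP-1 phosphatase (76-261aa) / Reagent: Phospho 17-mer peptide substrate / Buffer or medium: Acidic Tris acetate buffer with magnesium and detergent / Signal: absorbance at 630 nm / Doses: one concentration, 20 µM, with 1.0% DMSO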
LMPTP inh: LMPTP phosphatase inhibitors, primary screen, biochemical, fluorescence intensity, uHTS; Low molecular weight phosphotyrosine protein phosphatase (Homo sapiens), P24666; recombinant LMPTP-A, OMFP fluorogenic substrate; inhibition, % at 20 µM; hit rate 0.22% among 360,000; AID 651560, 2012;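 active means compounds that cut the enzyme signal by at least half of the control window in the single-dose screen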;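 further: plate controls were DMSO wells with enzyme plus substrate for no effect and substrate without enzyme for full effect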
Target sequence (P24666 whole entry, looked up): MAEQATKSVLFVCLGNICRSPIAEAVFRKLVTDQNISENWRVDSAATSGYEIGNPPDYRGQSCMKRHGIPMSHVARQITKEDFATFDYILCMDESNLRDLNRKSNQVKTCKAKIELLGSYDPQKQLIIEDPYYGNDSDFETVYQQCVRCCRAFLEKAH
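Test system: LMPTP-A, protein tyrosine phosphatase of low molecular weight; Input: 0.625 nM enzyme; Incubation: 50 min dark incubation at room temperature; Signal: endpoint fluorescence intensity from OMFP dephosphorylation; Read-out basis: % inhibition versus control wells.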
STEP inh: STEP phosphatase inhibitors, primary screen, biochemical, fluorescence intensity, uHTS; hit rate 0.25% among 360,000; inhibition, % at 20 µM; recombinant STEP, OMFP fluorogenic substrate; Tyrosine-protein phosphatase non-receptor type 5 (Homo sapiens), P54829;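 active means inhibition at 20 µM, scaled per plate between control wells, above about 37%, limit read from the data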;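 further: 0% = DMSO with enzyme and substrate and 100% = substrate only without enzyme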
Target sequence (P54829 whole entry, looked up): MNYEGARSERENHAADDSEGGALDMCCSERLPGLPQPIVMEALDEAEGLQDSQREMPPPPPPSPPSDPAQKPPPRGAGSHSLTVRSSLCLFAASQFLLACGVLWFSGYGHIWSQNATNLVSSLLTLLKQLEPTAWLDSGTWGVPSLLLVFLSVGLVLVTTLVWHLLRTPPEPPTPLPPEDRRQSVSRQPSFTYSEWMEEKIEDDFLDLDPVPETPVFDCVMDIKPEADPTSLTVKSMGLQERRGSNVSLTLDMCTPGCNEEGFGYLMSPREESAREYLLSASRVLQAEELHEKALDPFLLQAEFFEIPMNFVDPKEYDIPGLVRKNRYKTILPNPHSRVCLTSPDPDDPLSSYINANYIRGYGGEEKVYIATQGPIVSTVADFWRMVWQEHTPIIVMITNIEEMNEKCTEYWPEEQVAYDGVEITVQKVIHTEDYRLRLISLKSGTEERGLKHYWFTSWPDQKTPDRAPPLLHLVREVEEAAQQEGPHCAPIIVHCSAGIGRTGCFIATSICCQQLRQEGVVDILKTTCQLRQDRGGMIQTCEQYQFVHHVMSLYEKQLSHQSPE
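Material: STEP (striatal-enriched tyrosine phosphatase) enzyme, cell-free | Medium: 50 mM Bis-Tris pH 6.0 with 2.5 mM DTT and 0.005% Tween 20 | Read-out: Percent inhibition scaled to no-enzyme and uninhibited-enzyme controls, plate-pattern corrected | Signal: Fluorescence read at 480 nm ex / 540 nm em | Times: 20 min reaction, room temperature, in the dark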
SUMO1 PPI mod: modulators of SUMO1 protein-protein interactions, primary screen, biochemical, uHTS. hit rate 0.33% among 360,000. Small ubiquitin-related modifier 1 (Homo sapiens), P63165. inhibition, % at 20 µM. AID 602429, 2012. SUMO1 binding to a labelled peptide, TR-FRET, 1 h; in the data active means inhibition above about 37%
Target sequence (P63165 whole entry, looked up): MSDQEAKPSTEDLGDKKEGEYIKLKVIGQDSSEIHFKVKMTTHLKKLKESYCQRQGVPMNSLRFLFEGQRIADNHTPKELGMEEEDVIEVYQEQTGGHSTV
NadD block: inhibitors of S. aureus NadD, primary screen, biochemical, colorimetric, uHTS. inhibition, % at 20 µM. purified NadD enzyme, colorimetric absorbance read-out. hit rate 0.78% among 360,000. Nicotinate-nucleotide adenylyltransferase NadD (Staphylococcus aureus N315); in the data active means inhibition above about 26%; further: some compounds past the cut are filed as inactive
Numbers without * were called inactive; i = inactive; . = no result given; & = joins results of further samples. Outcome played no part in choosing rows. Share with any hit: about 3.8%.

SMILES	DNMT1 block	Rin1-Abl PPI inh	CSN deneddyl inh	Neddylation inh	Rpn11 inh	Scp-1 inhibitor	LMPTP inh	STEP inh	SUMO1 PPI mod	NadD block
COC(=O)c1ccc(CN2CCC(Oc3ccc(C(=O)N4CCCCC4)cc3)CC2)cc1	-4.0	2.4	1.7	i	i	-4.8	0.2	-2.4	5.1	-8.2
CN(C)c1ccnc2c[cH-]cc12.[Fe].c1ccc(-[c-]2[c-](-c3ccccc3)[c-](-c3ccccc3)[c-](-c3ccccc3)[c-]2-c2ccccc2)cc1 (configuration not stated)	43.6&10.6	-3.5&3.1	-1.8&-7.7	i	i	2.6&1.9	15.8&46.9	6.8&6.1	-29.9&-35.0	29.5*
Cc1ccc(S(=O)(=O)N(C)C)cc1NC(=S)NC(=O)C12CC3CC(CC(C3)C1)C2	-5.9	-0.2	4.1	i	i	-6.8	2.1	0.5	1.2	3.5
CCN(CC)CCn1c2c(c(SCC(=O)Nc3ccc(C)c(F)c3)nc1=O)CCCC2	15.8	1.9	-3.2	i	i	-1.9	0.2	3.5	1.3	-4.3
Cc1cccc(NC(=S)NCCSc2ccc(Cl)cc2)c1	-0.2	-3.5	-0.1	i	i	-7.4	3.7	11.0	0.1	-0.9
O=C(Nc1ncc(Cc2ccc(Cl)cc2Cl)s1)c1ccc([N+](=O)[O-])cc1	3.3	-0.6	-1.6	i	i	-2.7	0.6	3.5	0.1	-4.7
COc1ccc(NC(=O)/C(=C\c2ccccc2)NC(=O)c2ccco2)cc1	0.0	-1.3	-3.2	i	i	1.8	-0.6	-0.2	-3.1	2.0
COc1ccc(Cl)cc1NC(=S)NCc1ccc(S(N)(=O)=O)cc1	-11.9	-2.2	-9.7	i	i	-8.7	0.6	1.9	2.2	-1.5
CC(C)[C@H](CO)N(Cc1cccc(F)c1)c1nc(Nc2cccc(Cl)c2)c2ncn(C(C)C)c2n1	-20.9	2.1	0.1	i	i	-3.0	3.0	0.3	10.6	8.9
CCOC(=O)C1CCN(C(=O)c2sc3ncn(CC(=O)N4CCCCC4)c(=O)c3c2C)CC1	-0.4	-5.6	-1.6	i	i	.	-1.1	-0.9	-0.4	-2.5
O=S(=O)(Nc1ccc(-c2csc(-c3ccccc3)n2)cc1)c1ccc(F)cc1	-21.4	1.1	4.7	i	i	-18.1	3.5	-5.6	-0.9	2.8
CCOc1ccc(NC(=O)CSC2=C(C#N)C(c3ccc4c(c3)OCO4)CC(=O)N2)cc1 (configuration not stated)	-2.0	-1.8	-1.2	i	i	-4.2	0.9	-0.1	2.5	-4.8
COc1ccc(OC(C)C(=O)Nc2ccc(F)cc2F)cc1 (configuration not stated)	0.0	5.7	-1.3	i	i	-3.2	1.1	-1.5	-0.7	-0.7
CCC(C)(C)n1nnnc1C(c1ccc2ncccc2c1)N1CCN(Cc2ccc3c(c2)OCO3)CC1 (configuration not stated)	5.6	-0.7	-0.3	i	i	12.8	0.1	-0.9	0.1	3.5
CC(C)(C)NS(=O)(=O)c1ccc(CCC(=O)NCc2ccc3c(c2)OCO3)cc1	0.5	-0.6	1.4	i	i	-6.8	-0.8	-0.7	-3.3	3.3
N#CCC1c2ccccc2CCN1C(=O)Nc1cccc(C(F)(F)F)c1 (configuration not stated)	2.5	-1.2	-2.9	i	i	-6.2	1.2	-2.7	0.1	-8.9
COc1ccc(-c2nc3ccccc3c(=O)[nH]2)cc1	1.0	1.9	1.5	i	i	-2.4	-1.4	-1.3	-1.0	3.3
Oc1ccc(C[C@@H]2CNC(=S)N2CCCCC2CCCCC2)cc1	-9.0	2.0	-5.8	i	i	-2.3	0.4	-1.9	6.7	-2.2
Cc1cc(C)cc(Nc2ncnc3nc[nH]c23)c1	0.8	-0.5	-6.1	i	i	-0.3	0.6	1.1	0.4	-5.7
O=C(NCCN1CCN(c2ccccc2Cl)CC1)Nc1ccccc1	-1.4	3.0	-1.7	i	i	-8.1	-0.1	1.3	1.7	-10.2

Brought forward from above: two entries; new compounds follow.
SMILES	DNMT1 block	Rin1-Abl PPI inh	CSN deneddyl inh	Neddylation inh	Rpn11 inh	Scp-1 inhibitor	LMPTP inh	STEP inh	SUMO1 PPI mod	NadD block
Cc1cc(C)cc(Nc2ncnc3nc[nH]c23)c1	0.8	-0.5	-6.1	i	i	-0.3	0.6	1.1	0.4	-5.7
O=C(NCCN1CCN(c2ccccc2Cl)CC1)Nc1ccccc1	-1.4	3.0	-1.7	i	i	-8.1	-0.1	1.3	1.7	-10.2
CCOc1ccc(C(=O)Nc2cc(C)on2)cc1OCC	2.6	-3.5	1.9	i	i	0.6	0.8	-0.1	1.3	-6.5
CC(C)OCCCNC(=O)c1cccs1	-3.4	1.6	-7.7	i	i	-4.3	-1.2	-4.9	-4.3	-3.0
COc1ccc(S(=O)(=O)N2CCOCC2)cc1NC(=O)COC(=O)CCOc1ccc(C)cc1	-3.0	1.4	0.5	i	i	-6.2	-0.2	-0.7	0.3	-5.8
COc1cc(C(=O)Nc2ccc(S(=O)(=O)N3CCc4ccccc43)cc2)cc(OC)c1OC	-13.5	-3.0	0.0	i	i	-16.6	2.6	-3.9	-1.2	-2.8
CC(Oc1ccccc1F)C(=O)NNC(=O)Cc1ccc(S(=O)(=O)N2CCOCC2)s1 (configuration not stated)	-0.7	4.1	0.7	i	i	-10.4	-0.3	-0.1	1.7	2.1
Cc1nc2c(c(=O)c3ccccc3n2C)c(=O)n1C1CCCCCC1	0.3	0.5	-2.3	i	i	0.3	1.4	-2.1	6.5	28.1
CCOC(=O)C1CCCN(C(=O)c2ccc(C)cc2O)C1 (configuration not stated)	-2.2	0.5	-0.7	i	i	-3.5	-1.3	0.1	-2.8	-0.7
COc1ccc(C(=O)/C=C/Nc2ccc([N+](=O)[O-])cc2C)cc1OC	-9.2	-3.7	46.2*	i	i	-7.8	0.8	2.3	-6.4	-9.6
O=C(OCN1C(=O)c2ccccc2C1=O)c1cccs1	5.4	-1.0	3.8	i	i	-6.0	0.5	-3.2	0.3	-3.1
COC(=O)CCC(=O)OC1(C)C(=O)C=C2C=C(C3CC3)N(C3CCCC3)C=C2C1=O (configuration not stated)	-5.2	1.9	2.3	i	i	3.5	0.9	0.2	-26.1	-7.4

Look-ups from above.
Value of CCOC(=O)C1CCCN(C(=O)c2ccc(C)cc2O)C1 (configuration not stated) under Rin1-Abl PPI inh: 0.5
Value of COc1ccc(S(=O)(=O)N2CCOCC2)cc1NC(=O)COC(=O)CCOc1ccc(C)cc1 under NadD block: -5.8
Value of CCOc1ccc(C(=O)Nc2cc(C)on2)cc1OCC under NadD block: -6.5
Value of COc1ccc(C(=O)/C=C/Nc2ccc([N+](=O)[O-])cc2C)cc1OC under LMPTP inh: 0.8
Value of CC(Oc1ccccc1F)C(=O)NNC(=O)Cc1ccc(S(=O)(=O)N2CCOCC2)s1 (configuration not stated) under DNMT1 block: -0.7
Value of O=C(OCN1C(=O)c2ccccc2C1=O)c1cccs1 under STEP inh: -3.2

Back to the main list, starting three compounds before the break.
SMILES	DNMT1 block	Rin1-Abl PPI inh	CSN deneddyl inh	Neddylation inh	Rpn11 inh	Scp-1 inhibitor	LMPTP inh	STEP inh	SUMO1 PPI mod	NadD block
COc1ccc(C(=O)/C=C/Nc2ccc([N+](=O)[O-])cc2C)cc1OC	-9.2	-3.7	46.2*	i	i	-7.8	0.8	2.3	-6.4	-9.6
O=C(OCN1C(=O)c2ccccc2C1=O)c1cccs1	5.4	-1.0	3.8	i	i	-6.0	0.5	-3.2	0.3	-3.1
COC(=O)CCC(=O)OC1(C)C(=O)C=C2C=C(C3CC3)N(C3CCCC3)C=C2C1=O (configuration not stated)	-5.2	1.9	2.3	i	i	3.5	0.9	0.2	-26.1	-7.4
N#Cc1c(C(F)(F)F)cc(C2CC2)[nH]c1=O	-3.2	-1.7	5.8	.	i	-12.2	0.4	-0.9	-2.0	8.6
COC(=O)[C@H](CCSC)NC(=O)NCc1ccccn1	6.7	-0.3	-5.6	i	i	2.3	-0.2	-0.9	2.1	-3.6
CCOC(=O)c1ccc(NC(=O)CSc2nc(=O)n3cccc(C)c3n2)cc1	0.2	-6.2	1.6	i	i	-6.6	0.3	4.5	-5.3	-2.7
COc1ccc(Br)c(C(=O)Nc2nc3ccccc3[nH]2)c1	-0.3	3.2	-1.7	i	i	-5.3	0.2	0.6	-0.7	-1.2
CN(C)N1C(=O)C2C3C=CC(O3)C2C1=O (configuration not stated)	-1.4	2.8	-0.3	i	i	-7.7	-0.7	3.7	2.6	-0.9
COC(=O)CCCC(=O)NC1CCCN(C2Cc3ccccc3C2)C1 (configuration not stated)	-0.5	-0.1	-0.1	i	i	-4.7	-0.7	0.6	-2.1	0.6
O=C(O)c1ccccc1NCc1ccncc1	-3.3	-3.7	5.8	i	i	-2.7	-1.0	-3.9	10.8	3.4
O=C(N/C(=C/c1ccc(Br)cc1)C(=O)N1CCCCC1)c1ccccc1F	0.8	0.1	4.5	i	i	1.0	-0.1	-0.8	1.5	1.5
COc1cccc(CNC(=O)CCCn2nc(C)c3c(C)n(-c4ccc(C)cc4)nc3c2=O)c1OC	0.3	-0.5	-2.1	i	i	-5.5	-1.0	0.5	8.4	-2.6
CCOC(=O)N1CCN(C(=O)CCc2ccc(S(=O)(=O)NC(C)C)cc2)CC1	1.0	0.1	1.9	i	i	-6.2	-2.4	-1.1	-3.5	-3.8
Cc1ccc(NC(=O)/C(=C/c2cccc(Br)c2)NC(=O)c2ccco2)cc1	-2.0	-3.1	6.3	i	i	-10.8	0.2	-1.2	-6.5	15.0

Source: PubChem (several laboratories)
